KCNQ1 inh: blocks the human KCNQ1 potassium channel. AID 2642. 1.3% of 310,000 active. CHO-K1 KCNQ1, FluxOR thallium flux fluorescence; stronger effect = higher value. B-score at 10 µM. P51787;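 active means compounds whose thallium flux B-score, printed positive for inhibition, exceeds three library SD while starting fluorescence stays within three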;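 further: channel opened by potassium depolarization with thallium stimulus after 20 min compound exposure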
hERG protect: shields human hERG channel from block by proarrhythmic agents; CHO-hERG, FluxOR thallium flux, dofetilide IC70 present; activation (rescue from dofetilide block), less the hit threshold, % at 10 µM; 0.51% of 310,000 active;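 active means activation above the mean of controls blocked by dofetilide plus 5 SD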;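 further: thallium influx through hERG after potassium depolarization seen as dye fluorescence rise; in these data hits start at about 4.7%; inactives centre near -7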
KCNK9 block: inhibitors of human KCNK9 two-pore domain potassium channel; Q9NPC2; HEK293 KCNK9, FluxOR thallium flux fluorescence; stronger effect = lower value; 1.2% of 310,000 active; AID 488922; B-score at 10 µM;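 active means ratio B-score over 3 SD below the library mean, with starting fluorescence within 5 SD of its mean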;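 further: negative B-score means less thallium flux so channel inhibition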
Target sequence (Q9NPC2 whole entry, looked up, the tested form may be a part): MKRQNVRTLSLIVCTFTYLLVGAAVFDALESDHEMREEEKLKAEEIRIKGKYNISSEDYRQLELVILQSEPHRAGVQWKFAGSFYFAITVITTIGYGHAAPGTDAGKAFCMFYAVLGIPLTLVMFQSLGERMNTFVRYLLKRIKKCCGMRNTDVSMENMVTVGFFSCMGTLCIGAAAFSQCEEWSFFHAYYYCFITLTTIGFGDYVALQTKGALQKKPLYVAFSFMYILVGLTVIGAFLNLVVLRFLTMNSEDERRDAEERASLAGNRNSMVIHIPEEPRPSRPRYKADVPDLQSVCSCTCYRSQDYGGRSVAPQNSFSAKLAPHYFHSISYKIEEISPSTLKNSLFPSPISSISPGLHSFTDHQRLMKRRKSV
KCNK3 inh: human KCNK3 channel inhibition, primary screen. CHO-KCNK3 thallium flux, FluxOR fluorescence; stronger effect = lower value. B-score at 10 µM. 0.84% of 340,000 active;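 active means B-score under library mean minus 4 SD, starting fluorescence ratio at most library mean plus 5 SD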;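 further: more negative B-score means stronger inhibition of thallium flux through KCNK3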
TMEM16A inh: blocks the mouse calcium-activated chloride channel TMEM16A; AID 588511; HEK293 TMEM16A/YFP iodide influx fluorescence, ionomycin; normalized B-score (activity score, 25-100; higher = stronger inhibition) at 10 µM; Q8BHY3; 1.2% of 310,000 active;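 active means ratio plate-corrected score three or more library SD toward inhibition, starting fluorescence score within five deviations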;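 further: score derived from kinetic fluorescence span divided by baseline fluorescence per well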
HDAC3 inh: blocks human histone deacetylase 3; O15379; recombinant HDAC3, fluorogenic peptide/trypsin coupled, fluorescence; inhibition, % at 8.3 µM; 0.15% of 320,000 active; in the data active means inhibition above about 26%, passing the limit was not always enough
Target sequence (O15379 whole entry, looked up): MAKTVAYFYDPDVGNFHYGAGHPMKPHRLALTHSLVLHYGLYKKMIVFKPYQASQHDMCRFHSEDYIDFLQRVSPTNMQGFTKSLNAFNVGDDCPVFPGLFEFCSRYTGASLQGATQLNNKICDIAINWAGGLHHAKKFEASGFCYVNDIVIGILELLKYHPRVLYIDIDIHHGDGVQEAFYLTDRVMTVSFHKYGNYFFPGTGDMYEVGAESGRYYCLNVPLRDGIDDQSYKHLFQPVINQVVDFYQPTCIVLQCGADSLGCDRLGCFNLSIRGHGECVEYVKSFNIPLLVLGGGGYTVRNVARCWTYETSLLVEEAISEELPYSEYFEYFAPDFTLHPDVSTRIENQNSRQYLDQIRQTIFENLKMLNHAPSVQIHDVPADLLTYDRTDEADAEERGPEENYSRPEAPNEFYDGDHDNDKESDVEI
RGS4 act: potentiators or activators of RGS4; HEK293 M3R/inducible RGS4, carbachol calcium flux Fluo4; stronger effect = lower value; B-score at 10 µM; 0.92% of 310,000 active;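 active means B-score of the integrated calcium signal more than 4 SD below the library mean, with starting fluorescence not abnormally high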;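 further: negative B-score means reduced calcium response which marks RGS4 activation or potentiation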
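Material: M3R-expressing HEK293 line, RGS4 induced by doxycycline | Schedule: Overnight RGS4 induction, 30 min dye load 37 °C, 20 min compound RT | Measured by: Fluo4 fluorescence kinetic imaging of calcium | Read-out: Integrated calcium ratio converted to B score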
KCNQ1 act: potentiators or activators of human KCNQ1 potassium channel; 0.35% of 310,000 active; B-score at 10 µM; CHO-K1 KCNQ1, thallium flux FluxOR fluorescence; stronger effect = higher value; P51787; AID 2648;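 active means fluorescence ratio B-score, a plate-corrected score, at least three library SD, with initial intensity B-score within 5 SD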
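Doses: Single concentration per compound, DMSO matched to controls | Test system: KCNQ1-transfected CHO-K1 cells | Timing: 90 min dye loading and 20 min compound exposure, both at room temperature | Measured by: Kinetic FluxOR thallium fluorescence, 10-s 1-Hz baseline, 110-s post-stimulus read | Medium: Assay buffer with matched DMSO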
SKKanGAS inh: blocks kanamycin growth of S. pyogenes SKKanGAS strain; BacTiter-Glo, 6 h; 1.3% of 300,000 active; inhibition, % at 7.5 µM; AID 1662;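 active means mean replicate score, as percent of positive control median, at least 50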;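 further: strain carries kanamycin resistance gene driven by streptokinase promoter and grows in 40 µg/ml kanamycin; loss of luminescence reflects streptokinase promoter inhibition or plain growth inhibition; 0% = median of DMSO wells and 100% = positive control at its reference dose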
RGS4 block: human RGS4 inhibition. B-score at 10 µM. P49798. AID 463165. HEK293 M3R/RGS4 inducible, Fluo-4 calcium flux; stronger effect = higher value; triggered by carbachol at its EC20. 0.45% of 310,000 active;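 active means B-score, a plate-corrected calcium signal, over three deviations above library mean, with baseline fluorescence within five deviations of library mean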;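 further: RGS4 expression induced by doxycycline in cells with stable M3 receptor; B-score is computed from the integrated fluorescence ratio over baseline after carbachol; higher B-score means a larger calcium signal and so more RGS4 inhibition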
Target sequence (P49798 whole entry, looked up): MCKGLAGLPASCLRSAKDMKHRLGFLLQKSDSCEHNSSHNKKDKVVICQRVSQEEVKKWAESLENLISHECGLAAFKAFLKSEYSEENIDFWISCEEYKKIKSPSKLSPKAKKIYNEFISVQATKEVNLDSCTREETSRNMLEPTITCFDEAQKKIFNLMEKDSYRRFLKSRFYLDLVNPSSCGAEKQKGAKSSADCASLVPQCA
TMEM16A act: activators or potentiators of mouse TMEM16A chloride channel; Q8BHY3; HEK293 TMEM16A/YFP-H148Q/I152L, iodide quench fluorescence; stronger effect = lower value; B-score at 10 µM; 0.3% of 340,000 active; AID 623877;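 active means fluorescence-ratio B-score plate-corrected deviation score at least 3 library SD below zero, with starting fluorescence score within 5 deviations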;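 further: channel opened by trigger with iodide after compound preincubation; score built on the fluorescence ratio of max minus min over baseline; more negative score means more quench and so TMEM16A activation or potentiation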
* = called active by the depositor; i = inactive; / = no result given.

SMILES | KCNQ1 inh | hERG protect | KCNK9 block | KCNK3 inh | TMEM16A inh | HDAC3 inh | RGS4 act | KCNQ1 act | SKKanGAS inh | RGS4 block | TMEM16A act
COCCNC(=O)COC(=O)c1cccnc1SC | i | -11 | i | i | i | 2 | i | i | 1 | i | i
CC(C1CC2CCC1C2)N1CC(O)=C(c2nc3ccccc3[nH]2)C1=N (configuration not stated) | i | -8 | i | i | i | 3 | i | i | 42 | i | i
O=C(C1CC1)N1CCc2cc(Br)cc(S(=O)(=O)NCCCN3CCCC3)c21 | i | -10 | i | i | i | -8 | i | i | 4 | i | i
CC1CC(Nc2ccccc2)c2ccccc2N1C(=O)c1ccncc1 (configuration not stated) | i | -9 | i | i | i | -4 | i | i | / | i | i
CCCn1c(C)cs/c1=N\C(=S)Nc1ccccc1 | i | -9 | i | i | i | -1 | i | i | 0 | i | i
COc1ccc(Cl)cc1NC(=O)CC1CCCC1 | i | -8 | i | i | i | -8 | i | i | 5 | i | i
COc1cc(C2C(C(=O)c3cc4ccccc4o3)=C(O)C(=O)N2c2cc(C)on2)cc(OC)c1OC (configuration not stated) | i | -7 | i | i | i | 9 | i | i | 7 | i | i
COCCN1Cc2c(sc(C)c2C)N(C(=O)c2ccccc2)C1 | i | -16 | i | i | i | 0 | i | i | -6 | i | i
CCOc1ccccc1NC(=O)c1cccc2c1C(=O)N(CCOC)C2 | i | -8 | i | i | i | 0 | i | i | 1 | i | i
Cc1cc(=O)[nH]c(=S)n1-c1ccccc1 | i | 2 | i | i | i | 8 | i | i | -3 | i | i
COC(=O)C(NC(=O)c1ccccc1)(Nc1nc(C)cs1)C(F)(F)F (configuration not stated) | i | -11 | i | i | i | 7 | i | i | -8 | i | i
O=C(Nc1ccccn1)C1CCN(S(=O)(=O)c2ccc(Cl)cc2)CC1 | i | -9 | i | i | i | 9 | i | i | -3 | i | i
COc1ccc(-c2nnc(SCc3nnc(-c4cccs4)o3)n2CC2CCCO2)cc1 (configuration not stated) | i | -4 | i | i | i | -5 | i | i | -1 | i | i
Cc1cccc(OCC(=O)Nc2ccc(S(=O)(=O)N3CCN(C)CC3)cc2)c1 | i | -2 | i | i | i | -2 | i | i | -2 | i | i
Cc1ccc(S(=O)(=O)CCc2ccncc2)cc1 | i | -5 | i | i | i | 0 | i | i | 8 | i | i
COC(=O)N/N=C\c1ccc(OC(=O)c2ccco2)cc1 | i | -3 | i | i | i | 15 | i | i | -5 | i | i
COc1ccc(OCC(=O)N/N=C2\CCc3ccccc32)cc1 | i | 0 | i | i | i | -1 | i | i | 8 | i | i
O=C(Nc1nc(-c2nc3ccccc3s2)cs1)c1ccco1 | i | -11 | i | i | i | -2 | i | i | -3 | i | i
Cc1ccc(C(=O)Nc2ccc(N3CCCC3)cc2)cc1 | i | -9 | i | i | i | -3 | i | i | -6 | i | i
CC(C)(C)NC(=O)NC(=O)CN1CCN(S(=O)(=O)c2ccc3c(c2)OCCO3)CC1 | i | -16 | i | i | i | / | i | i | -3 | i | i
CC(=O)NS(=O)(=O)c1ccc(N/C(N)=N/c2nc(C)cc(C)n2)cc1 | i | -6 | i | i | i | -4 | i | i | 1 | i | i
CSc1nc2sc3c(c2c(=O)[nH]1)CCCC3 | i | -6 | i | i | i | -3 | i | i | -8 | i | i
NC(=O)C1CCN(C(=O)CSc2ccccn2)CC1 | i | 0 | i | i | i | -3 | i | i | 2 | i | i
COc1ccc(OC)c(S(=O)(=O)N(C)CC(=O)O)c1 | / | / | / | i | i | 3 | / | / | -3 | / | i
N#C/C(=C/c1ccc(-c2ccc(S(N)(=O)=O)cc2)o1)C(=O)Nc1ccccc1 | i | -5 | i | i | i | 4 | i | i | 17 | i | i
Cc1ccc(NC(=O)c2c(F)cccc2Cl)cc1NS(C)(=O)=O | i | -11 | i | i | i | 9 | i | i | 1 | i | i
CC(=O)Nc1ccc(C(=O)NNC(=O)c2cccc(C)c2)cc1 | i | -5 | i | i | i | -1 | i | i | -6 | i | i
CC(C)(C)c1ccc(C(=O)c2c[nH]c(C(=O)NCCCN3CCOCC3)c2)cc1 | i | -2 | i | i | i | 1 | i | i | 0 | i | i
Cn1c(=O)c2[nH]c(N3CCCCC3)nc2n(C)c1=O | i | -13 | i | i | i | -3 | i | i | 7 | i | i
O=C(O/N=C1/CCCc2occc21)c1ccc(Cl)cc1Cl | i | 0 | i | i | i | 2 | i | i | 22 | i | i
Cc1ccccc1Cn1ccc(NC(=O)CCSc2nc(-c3ccco3)cc(C(F)(F)F)n2)n1 | i | -10 | i | i | i | 22 | i | i | 7 | i | i
CN1CCN(c2nc(-c3cccs3)nc3ccccc23)CC1 | i | -12 | i | i | i | 6 | i | i | -5 | i | i
O=C(CN1CCN(c2cccc(Cl)c2)CC1)Nc1nccs1 | i | -7 | i | i | i | 0 | i | i | 0 | i | i
O=C(OCC(=O)N1CCc2ccccc2C1)c1cccc([N+](=O)[O-])c1 | i | -2 | i | i | i | -7 | i | i | -4 | i | i
C/C(=N\NC(=O)Cc1cccn1C)c1cccs1 | i | -4 | i | i | i | 0 | i | i | 0 | i | i
N#Cc1c(N)oc(-c2cccs2)c1-c1cccs1 | i | -6 | i | i | i | 2 | i | i | 2 | i | i
CSc1nnc(N2C(=O)C(O)=C(C(=O)c3ccco3)C2c2ccc(F)cc2)s1 (configuration not stated) | 10* | -13 | i | i | i | 3 | i | i | 8 | i | -6.6*
CCc1ccnc(NC(=O)NS(=O)(=O)c2ccc(C)cc2)c1 | i | -11 | i | i | i | 1 | i | i | -1 | i | i
O=C1CC(=O)Nc2cc(S(=O)(=O)N3CCN(c4ccc([N+](=O)[O-])cc4)CC3)ccc2N1 | i | -17 | i | i | i | 9 | i | i | -9 | i | i
CC(C)(C)OC(=O)NCCCC[C@H](NC(=O)c1nc[nH]c1C(=O)NCC(=O)OCc1ccccc1)C(=O)OC(C)(C)C | i | -11 | i | i | i | -1 | i | i | 14 | i | i
O=C(c1ccc(C(F)(F)F)cc1)N1CCC(=O)N(C(COCc2ccc(C(F)(F)F)cc2)Cc2ccccc2)CC1 (configuration not stated) | i | -4 | i | i | i | -1 | i | i | 20 | i | i
CCOC(=O)C1(Cc2ccccc2Cl)CCN(C(=O)c2cc(C)on2)CC1 | i | -6 | i | i | i | -2 | i | i | 5 | i | i
CCOC(=O)c1cc2sccc2n1CC(=O)Nc1ccc(OC)cc1OC | i | -6 | i | i | i | -1 | i | i | 0 | i | i
O=C(NC1=NCCS1)C1CCCCC1 | i | -12 | i | i | i | 1 | i | i | -6 | i | i
Cc1cc(NS(=O)(=O)c2ccc(-c3ccccc3)cc2)no1 | i | -13 | i | i | i | 3 | i | i | 6 | i | i
Cc1ccc(C(=O)Nc2cccc(O)c2)cc1S(=O)(=O)N1CCCCCC1 | i | -5 | i | i | i | 0 | i | i | 3 | i | i
CC(NC(=O)CCNS(=O)(=O)c1cccc2nonc12)c1ccccc1 (configuration not stated) | i | -4 | i | i | i | -2 | i | i | -1 | i | i
COC(=O)c1sccc1NC(=O)c1cccnc1 | i | -5 | i | i | i | 0 | i | i | -8 | i | i
Cc1cc(C)cc(C(=O)NCC(=O)OCC(=O)Nc2cccnc2Cl)c1 | i | -4 | i | i | i | 3 | i | i | -6 | i | i
O=C(c1cccs1)N1CCN(c2cccc(Cl)c2)CC1 | i | -5 | i | i | i | -1 | i | i | 0 | i | i
The list continues:
SMILES | KCNQ1 inh | hERG protect | KCNK9 block | KCNK3 inh | TMEM16A inh | HDAC3 inh | RGS4 act | KCNQ1 act | SKKanGAS inh | RGS4 block | TMEM16A act
COCCNC(=O)C(=O)c1cc(C)n(-c2ccc([N+](=O)[O-])cc2)c1C | i | -11 | i | i | i | -2 | i | i | -1 | i | i
Cc1c(C(=O)NC2CC(=O)N(c3ccc4c(c3)OCCO4)C2)cccc1[N+](=O)[O-] (configuration not stated) | i | -15 | i | i | i | -2 | i | i | -2 | i | i
C=CCn1c(-c2ccc([N+](=O)[O-])cc2)n[nH]c1=S | i | -1 | i | i | i | 6 | -7.7* | i | 10 | i | i
O=C(O)[C@@H]1CCCN1C(=O)CCc1c[nH]c2ccccc12 | i | -3 | i | i | i | -8 | i | i | -1 | i | i
COc1ccc(C(=O)NC(NC(=S)Nc2ccc(S(N)(=O)=O)cc2)C(Cl)(Cl)Cl)cc1 (configuration not stated) | i | -2 | i | i | i | -4 | i | i | 8 | i | i
O=C(Nc1ccc(Br)cc1F)C1CCCO1 (configuration not stated) | i | -7 | i | i | i | -2 | i | i | 7 | i | i
C/C(=N\Nc1cccc2cccnc12)c1ccccn1 | i | -32 | i | i | i | -1 | i | i | -7 | i | i
COc1ccc(NC(=O)CN(C)C(=O)Cn2c(=O)oc3ccccc32)cc1 | i | -17 | i | i | i | 1 | i | i | -2 | i | i
CC(C)OC(=O)c1ccc(COC(=O)CNC(=O)c2ccco2)cc1 | i | -8 | i | i | i | 4 | i | i | -5 | i | i
CC(C)(C)c1cc(N2CCOCC2)n2ncc(-c3ccccc3)c2n1 | i | -3 | i | i | i | -9 | i | i | 10 | i | i
Cc1ccccc1NC(=O)c1cccc2nc3ccccc3nc12 | i | -9 | i | i | i | -1 | -7.8* | i | 18 | i | i
COc1ccc(COc2cc(-c3cccc(OC)c3)nc3ccc(NC(=O)C(C)C)cc23)cc1 | i | -19 | i | i | i | 1 | i | i | 27 | i | i
CN(C)CCCN(C(=O)COc1ccccc1)c1nc2c(Cl)cccc2s1 | i | -21 | i | i | i | 1 | i | i | -4 | i | i
CC(=O)Nc1ccc(S(=O)(=O)NC2CC(=O)N(c3ccc4c(c3)OCCO4)C2)cc1 (configuration not stated) | i | -13 | i | i | i | -11 | i | i | 0 | i | i
CCOC(=O)C1CCN(C2=NC(=O)/C(=C/c3ccc(O)cc3)S2)CC1 | i | -10 | i | i | i | 9 | i | i | 5 | i | i
COCc1cc(=O)n2[nH]c(C)c(-c3ccccc3)c2n1 | i | -3 | i | i | i | -50 | i | i | -15 | i | i
Cc1sc(-c2ccncc2)nc1OC(=O)c1cc(Cl)cc(Cl)c1 | i | -8 | i | i | i | -5 | i | i | -2 | i | i
O=C(Nc1ccc2oc(-c3cccc4ccccc34)nc2c1)c1ncn[nH]1 | i | -2 | i | i | i | 0 | i | i | 10 | i | i
